Screening results from PubChem.
L3MBTL1 block = qHTS Assay for the Inhibitors of L3MBTL1; Lethal(3)malignant brain tumor-like protein 1 (Homo sapiens), Q9Y468; AlphaScreen L3MBTL1–H3K9me1 peptide binding; Potency, µM (titrated, usually from 57.1 µM), without a hit: at the highest dose activity, negative = inhibition, actives largely listed as inhibitors; actives 0.66% (n = 230,000); note: nearly all actives have a fitted effect of over 60% in size
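L3MBTL1 (50 nM) pre-complexed 30 min with biotinylated H3(1-15)K9me1 peptide (75 nM), then compounds added for 30 min at room temperature; AlphaScreen streptavidin donor/nickel chelate acceptor beads (10 ug/mL final) read after 30 min dark incubation.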
Tau ThT inhib = qHTS for Inhibitors of Tau Fibril Formation, Thioflavin T Binding; Microtubule-associated protein tau (Homo sapiens), P10636; recombinant tau K18 P301L, heparin-induced fibrillization, ThT fluorescence; Potency, µM (top dose mostly 57.4 µM), for inactives: at the top dose activity, negative = inhibition, most hits filed as inhibitors; actives 2.1% (n = 270,000); AID 1460, 2008; note: nearly all actives have a fitted effect of over 55% in size
Target sequence (P10636 561-689 P618L limits assumed): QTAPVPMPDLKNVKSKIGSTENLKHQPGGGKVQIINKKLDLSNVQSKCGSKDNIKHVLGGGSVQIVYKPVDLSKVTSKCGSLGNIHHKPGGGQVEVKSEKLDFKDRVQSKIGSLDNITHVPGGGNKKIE
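Using a mix of unlabeled (15 uM) and Alexa 594-labeled (0.24 uM) tau K18 P301L, heparin-triggered fibrillization over 6 hr at 37 C was scored by ThT fluorescence.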
Tau fibril FP = qHTS for Inhibitors of Tau Fibril Formation, Fluorescence Polarization | Microtubule-associated protein tau (Homo sapiens), P10636 | K18 P301L tau heparin fibrillization, Alexa594 FP, 6 h | Potency, µM (doses to about 57.7 µM), without a hit: at the top dose activity, negative = inhibition, actives largely listed as inhibitors | actives 0.39% (n = 280,000); note: nearly all actives have a fitted effect of over 55% in size
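Human K18 P301L fragment (15 uM unlabeled plus 0.24 uM Alexa 594-labeled) in 100 mM sodium acetate pH 7 with compound, aggregation induced by 20 uM heparin for 6 hr at 37 C. ThT (30 uM) added for 1 hr, then Alexa 594 FP read.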
TRb SRC2 PPI = qHTS for Inhibitors of the Interaction of Thyroid Hormone Receptor and Steroid Receptor Coregulator 2 | actives 0.065% (n = 280,000) | Thyroid hormone receptor beta (Homo sapiens), P10828 | AID 1469, 2008 | TRbeta-SRC2 peptide binding, fluorescence polarization; receptor liganded with 1 µM T3 | Potency, µM (highest dose often 106 µM), for inactives: at the highest dose activity change, negative = inhibition, actives largely listed as inhibitors;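 note: plate controls were bound peptide for no effect and peptide without receptor for full effect; nearly all actives have a fitted effect of over 50% in size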
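Human TRb LBD (0.6 uM) plus Texas Red-labeled SRC2 peptide (20 nM), 1uM T3, 5% DMSO, 5 hr at ambient temperature. Decreased polarization (555/632 nm) flags inhibition; data normalized to free and bound peptide controls.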
ALDH1A1 inh = qHTS Assay for Inhibitors of Aldehyde Dehydrogenase 1 (ALDH1A1); actives 7.3% (n = 220,000); Potency, µM (highest dose often 75.3 µM), without a hit: at the top dose activity, negative = inhibition, usual class: inhibitors; Purified ALDH1A1, NADH fluorescence, propionaldehyde substrate; active = well fitted inhibition curve with a large enough effect, not every such curve was filed as active; inconclusive = small, poorly fitted or top-dose-only effect, or another doubt; inactive = no such curve, though single readings can be large or run the other way;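 note: plate controls were no enzyme wells and a reference inhibitor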
Target sequence (P00352 whole entry, looked up): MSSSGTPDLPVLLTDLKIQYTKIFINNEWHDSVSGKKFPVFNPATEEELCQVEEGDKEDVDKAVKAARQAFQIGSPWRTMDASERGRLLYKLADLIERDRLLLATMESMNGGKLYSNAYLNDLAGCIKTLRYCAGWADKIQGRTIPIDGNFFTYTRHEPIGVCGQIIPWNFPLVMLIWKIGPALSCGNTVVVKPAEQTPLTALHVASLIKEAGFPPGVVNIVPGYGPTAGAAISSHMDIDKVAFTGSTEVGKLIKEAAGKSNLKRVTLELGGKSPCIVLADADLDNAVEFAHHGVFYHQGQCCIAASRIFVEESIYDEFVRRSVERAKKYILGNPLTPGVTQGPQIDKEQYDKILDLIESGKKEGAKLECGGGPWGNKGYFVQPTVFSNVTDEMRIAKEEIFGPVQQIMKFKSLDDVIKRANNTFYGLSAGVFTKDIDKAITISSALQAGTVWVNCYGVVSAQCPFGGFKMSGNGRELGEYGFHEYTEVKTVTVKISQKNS
aGal spleen mod = qHTS Assay for Inhibitors and Activators of Human alpha-Galactosidase From Spleen Homogenate | human spleen homogenate, 4MU-alpha-Gal fluorescence, 40 min | Potency, µM (highest dose often 80 µM), for inactives: at the highest dose activity change, negative = inhibition, usual class: inhibitors | actives 0.008% (n = 240,000);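 note: 0% = enzyme with vehicle and -100% = no enzyme basal signal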
Target sequence (P06280 32-429 limits assumed): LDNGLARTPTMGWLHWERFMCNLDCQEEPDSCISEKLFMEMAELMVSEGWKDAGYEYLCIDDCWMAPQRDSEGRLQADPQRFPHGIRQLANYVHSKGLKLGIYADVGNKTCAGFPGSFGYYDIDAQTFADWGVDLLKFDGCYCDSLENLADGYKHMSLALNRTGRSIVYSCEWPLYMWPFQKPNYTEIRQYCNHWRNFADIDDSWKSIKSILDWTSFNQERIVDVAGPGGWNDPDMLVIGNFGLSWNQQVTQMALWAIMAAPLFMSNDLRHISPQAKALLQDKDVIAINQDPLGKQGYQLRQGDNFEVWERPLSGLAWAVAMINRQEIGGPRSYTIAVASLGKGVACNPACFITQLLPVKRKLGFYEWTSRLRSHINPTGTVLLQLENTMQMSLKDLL
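Inhibition or activation of alpha-galactosidase in human spleen homogenate is scored by 4-MU fluorescence after 40 min at 37C, pH 5.0, with 1 mM substrate. AC50s come from concentration-response fitted to the Hill equation.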
Tau fluor counter = Counterscreen qHTS for Inhibitors of Tau Fibril Formation, Fluorescence Polarization. tau K18 P301L Alexa594 fluorescence, heparin fibrillization. Potency, µM (top dose mostly 57.7 µM), for inactives: at the top dose activity change, negative = decrease. actives 0.93% (n = 280,000). AID 1463, 2008; note: nearly all actives have a fitted effect of over 55% in size
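Human tau K18 P301L (15 uM unlabeled, 0.24 uM Alexa 594-labeled) in 100 mM sodium acetate pH 7 with 20 uM heparin, 6 hr at 37 C. ThT 30 uM added, 1 hr ambient; Alexa 594 FP and total fluorescence read at 555/632 nm.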
TR SRC2 fluor cs = Total Fluorescence Counterscreen for Inhibitors of the Interaction of Thyroid Hormone Receptor and Steroid Receptor Coregulator 2; TRb/SRC2 Texas Red total fluorescence interference; Potency, µM (titrated, usually from 106 µM), inactives show at the highest dose fluorescence change, negative = quenching; actives 0.29% (n = 280,000); active = well fitted curve in either direction with a large enough effect; inconclusive = small, poorly fitted or top-dose-only effect
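Flags fluorescent or light-absorbing compounds by total fluorescence, S + 2P, at 555 nm excitation and 632 nm emission. Mixture: 20 nM Texas Red SRC2 peptide, 0.6 uM human TRb LBD, 1 uM T3, 5% DMSO; compound exposure 5 h at ambient temperature.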
Active calls of the source: *; [ ] = dose if it differs, or a comment. Unless noted, calls come from the whole dose curve; as a rule, active = well fitted curve in the direction sought with a large enough effect; inconclusive = small, poorly fitted or top-dose-only effect, or another doubt; inactive = no such curve, though single readings can be large; an effect the other way counts as inactive or inconclusive. Unless noted, % is set by controls: 0 for no effect and ±100 for the full control effect; potency is the fitted concentration of half-maximal effect.

How did COc1ccc2c(c1)c1c(c(=O)n(Cc3ccccc3)c(=O)n1Cc1ccccc1)n2C do in these assays?
Tau ThT inhib: 3%; Tau fibril FP: 2%; TRb SRC2 PPI: 2%; Tau fluor counter: -15%; TR SRC2 fluor cs: -1%

What do the screens show for `CCn1c(SCc2nc3ccccc3[nH]2)nnc1-c1cnccn1`?
Tau ThT inhib: -6%; Tau fibril FP: 6%; TRb SRC2 PPI: 1%; ALDH1A1 inh: 3%; aGal spleen mod: -6%; Tau fluor counter: 0%; TR SRC2 fluor cs: -1%

How did Cc1nc(N)nc(-c2ccccc2O)n1 do in these assays?
Tau ThT inhib: -9%; Tau fibril FP: -5%; TRb SRC2 PPI: 10%; ALDH1A1 inh: inconclusive; aGal spleen mod: 3%; Tau fluor counter: -8%; TR SRC2 fluor cs: -2%

Results for COc1ccc(OC)c(NC(=S)NCCCN2CCOCC2)c1 ?
L3MBTL1 block: -5%; Tau ThT inhib: 1%; Tau fibril FP: -4%; TRb SRC2 PPI: 4%; ALDH1A1 inh: -1%; aGal spleen mod: -2%; Tau fluor counter: 1%; TR SRC2 fluor cs: 0%

How did Cc1cc(C)nc(SCCn2c(N(C)Cc3ccccc3)nc3c2c(=O)n(C)c(=O)n3C)n1 do in these assays?
L3MBTL1 block: 2%; Tau ThT inhib: -7%; Tau fibril FP: -4%; TRb SRC2 PPI: 2%; ALDH1A1 inh: 16%; aGal spleen mod: -2%; Tau fluor counter: -5%; TR SRC2 fluor cs: 1%

What do the screens show for `CC(=O)Nc1ccc(C2C(=O)c3ccccc3C2=O)cc1`?
L3MBTL1 block: -9%; Tau ThT inhib: inconclusive; Tau fibril FP: 3%; TRb SRC2 PPI: -1%; aGal spleen mod: 2%; Tau fluor counter: inconclusive; TR SRC2 fluor cs: -4%

Results for Cc1ccc(SCCC(=O)NCc2ccco2)cc1 ?
L3MBTL1 block: 0%[11.4 µM]; Tau ThT inhib: 0%; Tau fibril FP: 2%; TRb SRC2 PPI: 9%; ALDH1A1 inh: -14%; aGal spleen mod: 3%; Tau fluor counter: 3%; TR SRC2 fluor cs: 2%

Results for CN(C(=S)Nc1ccc(Oc2ccccc2)cc1)c1ccc(O)cc1 ?
L3MBTL1 block: inconclusive; Tau ThT inhib: -2%; Tau fibril FP: 0%; TRb SRC2 PPI: 4%; ALDH1A1 inh: 2.2µM*; aGal spleen mod: 12%; Tau fluor counter: -4%; TR SRC2 fluor cs: -1%

What do the screens show for `COc1ccc(NS(=O)(=O)c2cc(C)ccc2NC(=O)c2cc(C)oc2C)cc1`?
Tau ThT inhib: -2%; Tau fibril FP: -9%; TRb SRC2 PPI: -3%; ALDH1A1 inh: 7.9µM*; aGal spleen mod: 6%; Tau fluor counter: inconclusive; TR SRC2 fluor cs: 4%

How did Cc1ccc(CNC(=O)CSCc2ccccc2C)cc1 do in these assays?
Tau ThT inhib: -2%; Tau fibril FP: -3%; TRb SRC2 PPI: -6%; Tau fluor counter: -3%; TR SRC2 fluor cs: -2%

How did [O-][n+]1ccccc1SC/C=C/c1ccccc1 do in these assays?
L3MBTL1 block: 12%; Tau ThT inhib: 7%; Tau fibril FP: 5%; TRb SRC2 PPI: 4%; ALDH1A1 inh: 3%; aGal spleen mod: 2%; Tau fluor counter: 3%; TR SRC2 fluor cs: -2%

Results for Cc1c(C)c2cc(Cl)c(O)c(CN3CCCCC3)c2oc1=O ?
Tau ThT inhib: 3%; Tau fibril FP: 2%; TRb SRC2 PPI: -3%; ALDH1A1 inh: inconclusive; aGal spleen mod: inconclusive; Tau fluor counter: -5%; TR SRC2 fluor cs: -6%

What do the screens show for `Nc1ncnc(Nc2cc(C(F)(F)F)cc(C(F)(F)F)c2)n1`?
L3MBTL1 block: 2%; Tau ThT inhib: 4%; Tau fibril FP: -15%; TRb SRC2 PPI: 5%; aGal spleen mod: 4%; Tau fluor counter: 2%; TR SRC2 fluor cs: -3%

How did C=CCc1cc(Cl)ccc1OCCCNC(C)C do in these assays?
L3MBTL1 block: 10%; Tau ThT inhib: 2%; Tau fibril FP: 4%; TRb SRC2 PPI: 1%; ALDH1A1 inh: -3%; aGal spleen mod: -7%; Tau fluor counter: -2%; TR SRC2 fluor cs: -4%

How did COc1ccc(S(=O)(=O)N2CCC(CN3C(=O)c4cccc5cccc(c45)C3=O)CC2)cc1 do in these assays?
L3MBTL1 block: 1%; Tau ThT inhib: -4%; Tau fibril FP: -11%; TRb SRC2 PPI: -7%; ALDH1A1 inh: inconclusive; aGal spleen mod: 5%; Tau fluor counter: -29%; TR SRC2 fluor cs: -1%

Results for COc1ccc(/C=C/C(=O)Nc2nc(N)n(-c3ccccc3)n2)cc1 ?
L3MBTL1 block: -7%; Tau ThT inhib: -7%; Tau fibril FP: -3%; TRb SRC2 PPI: 3%; ALDH1A1 inh: 11%; aGal spleen mod: -3%; Tau fluor counter: 3%; TR SRC2 fluor cs: -3%

What do the screens show for `CCOC(=O)N1CCN(C(=O)COc2cc(C)c(Cl)c(C)c2)CC1`?
L3MBTL1 block: 6%; Tau ThT inhib: -11%; Tau fibril FP: -3%; TRb SRC2 PPI: 2%; ALDH1A1 inh: 5%; aGal spleen mod: 10%; Tau fluor counter: -13%; TR SRC2 fluor cs: -2%

What do the screens show for `COc1ccc(C(=O)CN2C(=O)NC3(CCCc4ccccc43)C2=O)cc1OC` (stereo unspecified)?
L3MBTL1 block: inconclusive; Tau ThT inhib: -7%; Tau fibril FP: -12%; TRb SRC2 PPI: 2%; ALDH1A1 inh: 0%; aGal spleen mod: 0%; Tau fluor counter: -8%; TR SRC2 fluor cs: 2%

What do the screens show for `Cc1cc(F)ccc1NC(=O)c1csc2c1CCC(C)C2` (stereo unspecified)?
Tau ThT inhib: -7%; Tau fibril FP: inconclusive; TRb SRC2 PPI: -13%; Tau fluor counter: -11%; TR SRC2 fluor cs: inconclusive

How did O=C(CSc1ncc2c(n1)-c1cc(Cl)ccc1N(Cc1ccccc1)S2(=O)=O)Nc1ccc(F)cc1F do in these assays?
Tau ThT inhib: 16%; Tau fibril FP: -17%; TRb SRC2 PPI: -7%; Tau fluor counter: -16%; TR SRC2 fluor cs: 0%

A draw from above in order of count of non-hydrogen atoms, rising:
What do the screens show for `Cc1cc(F)ccc1NC(=O)c1csc2c1CCC(C)C2` (stereo unspecified)?
Tau ThT inhib: -7%; Tau fibril FP: inconclusive; TRb SRC2 PPI: -13%; Tau fluor counter: -11%; TR SRC2 fluor cs: inconclusive

Results for Cc1c(C)c2cc(Cl)c(O)c(CN3CCCCC3)c2oc1=O ?
Tau ThT inhib: 3%; Tau fibril FP: 2%; TRb SRC2 PPI: -3%; ALDH1A1 inh: inconclusive; aGal spleen mod: inconclusive; Tau fluor counter: -5%; TR SRC2 fluor cs: -6%

Results for COc1ccc(/C=C/C(=O)Nc2nc(N)n(-c3ccccc3)n2)cc1 ?
L3MBTL1 block: -7%; Tau ThT inhib: -7%; Tau fibril FP: -3%; TRb SRC2 PPI: 3%; ALDH1A1 inh: 11%; aGal spleen mod: -3%; Tau fluor counter: 3%; TR SRC2 fluor cs: -3%

Additional structures follow:
Results for N#Cc1ccc(C(=O)OCC(=O)Nc2ccc(S(N)(=O)=O)cc2)cc1 ?
Tau ThT inhib: -6%; Tau fibril FP: 5%; TRb SRC2 PPI: 0%; aGal spleen mod: 8%; Tau fluor counter: 1%; TR SRC2 fluor cs: 1%

Results for CCn1c(SCC(=O)Nc2c(C)n(C)n(-c3ccccc3)c2=O)nc2c1c(=O)n(C)c(=O)n2C ?
L3MBTL1 block: 1%; Tau ThT inhib: 6%; Tau fibril FP: 0%; TRb SRC2 PPI: 11%[53 µM]; ALDH1A1 inh: 14%; aGal spleen mod: 2%; Tau fluor counter: 0%; TR SRC2 fluor cs: -1%[53 µM]

How did Cc1nc(NCCc2ccccc2)c2oc3ccccc3c2n1 do in these assays?
Tau ThT inhib: inconclusive; Tau fibril FP: 7%; TRb SRC2 PPI: -3%; ALDH1A1 inh: inconclusive; aGal spleen mod: -13%; Tau fluor counter: -24%; TR SRC2 fluor cs: -11%

How did CCCN1CNC(=S)N(c2ccccc2OC)C1 do in these assays?
L3MBTL1 block: 8%; Tau ThT inhib: 0%; Tau fibril FP: -5%; TRb SRC2 PPI: 0%; ALDH1A1 inh: 3%; aGal spleen mod: -1%; Tau fluor counter: 1%; TR SRC2 fluor cs: -5%

Results for O=C(CCCC(=O)Nc1cccnc1)Nc1cccnc1 ?
L3MBTL1 block: 18%; Tau ThT inhib: 0%; Tau fibril FP: 3%; TRb SRC2 PPI: -13%; ALDH1A1 inh: 9%; aGal spleen mod: 1%; Tau fluor counter: -2%; TR SRC2 fluor cs: 3%

Results for N#CC(c1ccccc1)c1cccc(Cl)n1 (stereo unspecified) ?
L3MBTL1 block: 14%; Tau ThT inhib: -3%; Tau fibril FP: -1%; TRb SRC2 PPI: -4%; ALDH1A1 inh: -13%; aGal spleen mod: 4%; Tau fluor counter: -7%; TR SRC2 fluor cs: -2%

What do the screens show for `CCc1cccc(NC(=O)c2nnn(Cc3ccc(SC)cc3)c2N)c1`?
Tau ThT inhib: 11%; Tau fibril FP: -13%; TRb SRC2 PPI: 1%; Tau fluor counter: -6%; TR SRC2 fluor cs: -1%

Results for Cc1cnc(C(=O)Nc2nnc(C(C)C)s2)cn1 ?
L3MBTL1 block: 15%; Tau ThT inhib: -9%; Tau fibril FP: -6%; TRb SRC2 PPI: -6%; ALDH1A1 inh: inconclusive; aGal spleen mod: 4%; Tau fluor counter: -6%; TR SRC2 fluor cs: 1%

How did COc1cc(C2C=C(Nc3ccccc3)C(=O)N2c2ccccc2)ccc1O (stereo unspecified) do in these assays?
L3MBTL1 block: 0%; Tau ThT inhib: 3%; Tau fibril FP: 2%; TRb SRC2 PPI: 4%; ALDH1A1 inh: inconclusive; aGal spleen mod: -1%; Tau fluor counter: 0%; TR SRC2 fluor cs: -4%
